# Source: PubChem
# Nrf2 ARE act: activators of Nrf2 (ARE) signaling | AREc32 ARE-luciferase reporter (MCF7-derived line), luminescence, 24 h | Potency, µM (doses to about 46.1 µM), inactives show at the highest dose activation, hits mostly activators | 410,000 compounds, 0.31% hits | AID 624171; further: potency means the concentration at half of the fitted maximal effect; % of control where 0% means no effect; nearly all actives have a fitted effect of over 65% in size
#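 AREc32_Fluc, 1000 cells/well, OPTI-MEM + 5% FBS, o/n 37 deg C 5% CO2; 23 nL cpd by pin tool, 24 hr; Steady-Glo 30 min RT, luminescence.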
# ATXN viability: viability counter-screen for ATXN expression inhibitors; AID 651635; Potency, µM (highest dose often 56.7 µM), most hits filed as cytotoxic; 400,000 compounds, 0.49% hits; S2 cells (HEK-293 line with an ATXN2-luciferase reporter) viability, CellTiter-Fluor protease fluorescence, 24 h; further: potency means the concentration at half of the fitted maximal effect; nearly all actives have a fitted effect of over 40% in size
# MmCpn inh: inhibitors of Methanococcus maripaludis chaperonin (MmCpn). purified Mm-Cpn ATPase, ADP Transcreener TR-FRET. Potency, µM (series often up to 76.9 µM), for the others: at the highest dose activity, negative = inhibition, most hits filed as inhibitors. 330,000 compounds, 0.031% hits. AID 504842; further: potency means the concentration at half of the fitted maximal effect; on the % scale 0 is the no-effect control and ±100 the full control effect; nearly all actives have a fitted effect of over 80% in size
#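 25 nM Mm-CPN + cpd, 10 min 37°C; + 10 uM ATP, 30 min 37°C; buffer 30 mM Tris pH 7.4, 100 mM KCl, 5 mM MgCl2, 1 mM DTT; Transcreener ADP HTRF detection 30 min RT.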
# Nrf2 block: blocks Nrf2 signaling; A549 ARE-Fluc reporter, luciferase luminescence, 18-24 h; Potency, µM (series often up to 46 µM), inactives show top-dose activity change, negative = inhibition, hits mostly inhibitors; 360,000 compounds, 2.1% hits; AID 504444; further: potency means the concentration at half of the fitted maximal effect; on the % scale 0 is the no-effect control and ±100 the full control effect; nearly all actives have a fitted effect of over 60% in size
#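 Quantitative HTS in A549 cells stably bearing an antioxidant response element-firefly luciferase construct. Inhibition of Nrf2-driven transcription was scored by luminescence after 18-24 h of compound exposure at 37 °C.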
# HepG2 tox: counter-screen for TGF-b inhibitors: cytotoxicity in HepG2 cells; HepG2 CAGA-GFP viability, ATP luminescence, 18 h; Potency, µM (titrated, usually from 46.1 µM), without a hit: at the top dose activity change, negative = cytotoxicity, hits mostly cytotoxic; 410,000 compounds, 0.76% hits; AID 588856; further: potency means the concentration at half of the fitted maximal effect; some results filed as inactive show a strong effect at the top dose
#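 HepG2 CAGA-GFP cells (1000/well, DMEM with 1% FBS) received compound, then TGF-beta at 500 pg/mL final, and were incubated 18 hours at 37 degrees C. Viability was read by CellTiter-Glo luminescence. Media-only wells were set as complete cell-killing and DMSO as no toxicity.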
# Akt phos inh: inhibitors of Akt phosphorylation. Neuro2A IGF-stimulated pAkt S473 HTRF, 20 min; hits give low values. activity change, % for hits at 50 µM. 360,000 compounds, 0.32% hits. AID 651550; in the data active means activity change below about -80%; inconclusive means mostly about -51% to -80%; further: on the % scale 0 is the no-effect control and ±100 the full control effect
#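 Single-point screen (50 µM final compound) in Neuro2A cells stimulated 20 min with 6 nM IGF at 37 deg C. After lysis, Ser473-phosphorylated Akt read by HTRF (ex 330 nm, em 615/665 nm) as the 665/615 ratio.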
# A549 viability: kills or reduces viability of A549 cells in Nrf2 counter-screen; A549 ARE-Fluc cells, CellTiter-Fluor viability, 18-24 h; Potency, µM (doses to about 46 µM), for inactives: at the highest dose activity change, negative = cytotoxicity, most hits filed as inhibitors; 390,000 compounds, 0.16% hits; further: potency means the concentration at half of the fitted maximal effect; on the % scale 0 is the no-effect control and ±100 the full control effect
#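 A549 ARE_Fluc cells in 5% FBS OPTI-MEM were exposed to compounds in concentration-response for 18-24 h at 37 deg C. Viability was read by CellTiter-Fluor fluorescence (Ex 405/Em 525) after 30 min, before the luciferase read.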
# CCT modulator: changes cytosolic chaperonin activity | 360,000 compounds, 0.3% hits | activity change, % (concentration not given with the values), hits read low | purified chaperonin ATPase assay, HTRF ADP detection, 30 min | AID 651819; in the data active means activity change below about -30%; further: on the % scale 0 is the no-effect control and ±100 the full control effect
#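 We incubate TRiC, 40 or 20 nM final, with library compounds at 76 uM and 10 uM ATP for 30 min at 37 °C. ADP formed is detected with Transcreener HTRF reagents after 30 min at room temperature.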
# TGFb SMAD3 inh: TGF-b pathway inhibition | HepG2 CAGA-GFP TGF-b/SMAD3 reporter, GFP fluorescence, 18 h; TGF-beta stimulated, 500 pg/mL final | Potency, µM (top dose mostly 46.1 µM), inactives show top-dose activity, negative = inhibition, usual class: inhibitors | 410,000 compounds, 1.2% hits; further: potency means the concentration at half of the fitted maximal effect; on the % scale 0 is the no-effect control and ±100 the full control effect; nearly all actives have a fitted effect of over 65% in size
#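 Inhibition of TGF-beta-driven CAGA-GFP reporter expression in HEPG2 cells is measured by cellular GFP fluorescence after 18 h stimulation with 500 pg/mL recombinant TGF-beta in 1% FBS medium at 37 degrees C.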
# * = called active by the depositor; i = inactive; ? = inconclusive; nt = no result given; [ ] = another dose, or the depositor's remark. Unless noted, the call rests on the fitted dose curve; in most records, active means well fitted curve in the direction sought with a large enough effect; inconclusive means small, poorly fitted or top-dose-only effect, or another doubt; inactive means no such curve, though single readings can be large; an effect the other way counts as inactive or inconclusive.
SMILES,Nrf2 ARE act,ATXN viability,MmCpn inh,Nrf2 block,HepG2 tox,Akt phos inh,A549 viability,CCT modulator,TGFb SMAD3 inh
Cn1cccc1C(=O)c1ccc(Cl)cc1Cl,0.3%,i,-1%,-2%,4%,i,nt,1.1,0%
O=C(CSc1nnc(-c2ccc3c(c2)OCO3)n1-c1ccccc1)c1ccc(Cl)cc1,-0.1%,i,-1%,-3%,14%,i,0%,-3.1,13%
CS(=O)(=O)c1ccc(C(=O)OC2CCOC2=O)cc1[N+](=O)[O-] (centres undefined),?,i,-2%,9%,-15%,i,-4%,-7.3,?
FC(F)(F)c1ccc(CN2CCN(Cc3ccco3)CC2)cc1,0.1%,i,-3%,3%,-13%,i,9%,-0.8,-17%
O=S(=O)(Nc1cccc(Cl)c1)c1ccc(-n2cccn2)cc1,2.8%,i,1%,?,-33%,i,7%,-2.0,?
CCN1C(=O)/C(=C\c2cn(-c3ccccc3)nc2-c2cccnc2)SC1=S,1.7%,i,1%,-1%,6%,i,0%,-0.5,0%
CCOC(=O)C1CCN(S(=O)(=O)c2ccc(C(C)=O)cc2)CC1,-0.3%,i,2%,-12%,-35%,i,-1%[1.84 µM],-0.5,5%
O=C(Nc1ccccc1C(=O)N1CCCC1)c1cccc(S(=O)(=O)N2CCCCC2)c1,0.0%,i,nt,-7%,-2%,i,-1%,-2.3,-3%
Cc1ccc(NC(=O)CCl)cc1S(=O)(=O)N1CCCCCC1,3.8%,?,-1%,-25%,-41%,i,-23%,-3.8,?
O=C(NCC(c1ccco1)N1CCCC1)c1cccc(S(=O)(=O)N2CCc3ccccc32)c1 (centres undefined),4.7%,i,nt,nt,-6%,i,nt,-27,-11%
CCc1ccc(CN2CCC(n3nccc3NC(=O)c3ccccc3Cl)CC2)cc1,0.6%,i,-2%,4%,-26%,i,-2%,-2.4,?
COc1cccc(/C=N/NC(=O)CNC(=O)c2ccco2)c1O,-1.7%,i,-2%,4%,16%,i,4%,-3.3,-7%
COc1ccc(C(=O)C2CCCN(C(=O)c3cc(C)on3)C2)cc1F (centres undefined),-0.8%,i,-10%,9%,10%,i,0%,1.3,11%
COc1ccc(NC(=S)NC(=O)c2cncc(Br)c2)cc1,3.1%,i,nt,4%,35%,i,-6%,-0.4,17%
COc1ccc2c(c1OC)C(=O)N1N=C(c3ccc(O)cc3)CC21 (centres undefined),0.4%,i,-3%,-11%,-4%,i,-2%,-0.4,4%
O=C(CSc1ccc(-c2ccc(F)cc2)nn1)N1CCCc2ccccc21,0.3%,?,2%,?,-20%,i,-10%,-3.8,6%
CCC(=O)Nc1ccc(S(=O)(=O)N2CCC(c3nc4ccccc4[nH]3)CC2)cc1,0.2%,i,-2%,?,0%,i,6%,2.7,5%
Cc1nc(-c2ccccc2)sc1-c1nc(-c2ccncc2)ncc1S(=O)(=O)c1ccccc1,-0.5%,?,-1%,?,-29%,i,?,-29,10%
COc1nnc(-c2ccc(C)c(S(=O)(=O)NC(C)(C)CO)c2)c2ccccc12,6.1%,i,-1%,?,0%,i,-2%,1.7,-29%
Cc1cc(C)nc(N2CCCC(C(=O)NC3CC3)C2)n1 (centres undefined),-0.7%,i,-1%,?,6%,i,1%,1.0,4%
CC(=O)N1C(C)(C)CC(=NOS(=O)(=O)c2ccccc2)CC1(C)C,-0.4%,i,0%,11%,-1%,i,0%,1.5,-11%
CC(COc1ccc(/C=C/c2ccccc2)cc1)[N+](C)(C)C (centres undefined),-0.5%,i,1%,-17%,-19%,i,-1%,0.0,-10%
O=C(C1CCCN1S(=O)(=O)c1cccc2nsnc12)N1CCN(c2ccc(F)cc2)CC1 (centres undefined),-0.7%,i,0%,-29%,-4%,i,0%,-2.5,-1%
COc1ccc(CC(=O)N2N=C(C)CC2(O)C(F)(F)F)cc1OC (centres undefined),0.4%,i,-1%,2%,13%,i,6%,-6.1,-6%
CCCn1nnc(NC(=O)COc2ccc(CC)cc2)n1,0.2%,?,1%,-4%,-16%,i,-8%,-4.1,0%

# Compound profiles (already shown). Order of values: Nrf2 ARE act, ATXN viability, MmCpn inh, Nrf2 block, HepG2 tox, Akt phos inh, A549 viability, CCT modulator, TGFb SMAD3 inh
# Entry for Cc1nc(-c2ccccc2)sc1-c1nc(-c2ccncc2)ncc1S(=O)(=O)c1ccccc1 : -0.5%, ?, -1%, ?, -29%, i, ?, -29, 10%
# Entry for CCc1ccc(CN2CCC(n3nccc3NC(=O)c3ccccc3Cl)CC2)cc1 : 0.6%, i, -2%, 4%, -26%, i, -2%, -2.4, ?
# Entry for CC(=O)N1C(C)(C)CC(=NOS(=O)(=O)c2ccccc2)CC1(C)C : -0.4%, i, 0%, 11%, -1%, i, 0%, 1.5, -11%

# Following part
SMILES,Nrf2 ARE act,ATXN viability,MmCpn inh,Nrf2 block,HepG2 tox,Akt phos inh,A549 viability,CCT modulator,TGFb SMAD3 inh
Cn1cc(S(=O)(=O)N2CCc3ccccc32)cc1C(=O)Nc1ccc(Cl)cc1,2.8%,i,-4%,8.2µM*,-12%,i,-16%,1.1,?
Cc1ccc(C(=O)N/C(=C\c2cccc([N+](=O)[O-])c2)C(=O)NC(Cc2ccccc2)C(=O)O)cc1 (centres undefined),-0.7%,i,-4%,15%,3%,i,7%,0.0,3%
CCOC(=O)c1c(NC(=O)c2ccccc2)sc2c(O)c(CN(CC)CC)ccc12,12%,i,-2%,2%,-18%,i,-1%,-1.2,-1%
N#Cc1c(NC(=O)C2CC=CCC2C(=O)O)sc2c1CCCCCC2 (centres undefined),2.3%,i,1%,-9%,-21%,i,3%,-0.5,-14%
CC(C)CC(NC(=O)C1CCCCC1)C(=O)NCc1ccccn1 (centres undefined),-0.1%,?,-5%,9%,-3%,i,-9%,-3.8,-10%
COc1ccc(C(=O)Nc2cccc(/C(C)=N/NC(=O)c3ccc([N+](=O)[O-])cc3)c2)cc1OC,-0.4%,?,2%,?,-12%,i,-26%,-0.4,-4%
Cn1cc(/C=C(\NC(=O)c2ccccc2Cl)C(=O)NCCN2CCOCC2)c2ccccc21,-0.7%,i,-7%,15%,-15%,i,8%,1.5,21%
Cn1nc(C(=O)NCc2ccc(F)cc2)c2ccccc2c1=O,0.6%,i,0%,-19%,7%,i,?,0.1,9%
CCc1nc2ccccc2nc1N1CCN(S(=O)(=O)c2c(C)cc(Cl)cc2C)CC1,-0.4%,i,0%,14%,-3%,i,12%,0.0,-2%
O=C(C[C@@H]1C/C=C\C[C@H](Cc2ccc(F)cc2)C(=O)OC[C@@H](Cc2c[nH]c3ccccc23)NC1=O)NCCO,0.3%,i,0%,-8%,-10%,i,2%,0.2,?
CCCCN(c1ccc(C(=O)OC)cc1)S(=O)(=O)c1ccccc1,-0.6%[9.22 µM],i,0%,3%,-3%,i,4%,-3.5,9%
CN1OC[C@@H]2CN[C@H](c3cccc(-c4ccccc4)c3)C[C@@H]21,0.6%,i,nt,3%,-24%,i,11%,-0.9,1%
COc1cccc(OC)c1C(=O)Nc1nc(COc2ccccc2)cs1,3.1%,i,?,-34%,-26%,i,-2%,-0.4,-5%
COC(=O)c1c(C)[nH]c(C(=O)COC(=O)Cn2cc(C(F)(F)F)ccc2=O)c1C,2.2%,i,2%,-9%,-12%,i,0%,1.7,-14%
CS(=O)(=O)c1ccccc1C(=O)Nc1ccccc1Cc1ccccc1,-0.2%,i,0%,-5%,-21%,i,5%,-1.0,8%
COc1ccc(-c2nnn(CC(=O)N(CCN3CCOCC3)C(C(=O)NC3CCCCC3)c3ccco3)n2)cc1 (centres undefined),0.9%,i,1%,-16%,-5%,i,4%,-1.9,-6%
Cc1cn2c(=O)cc(COc3cccc(NC(=O)c4ccc(C(C)(C)C)cc4)c3)nc2s1,4.1%,nt,nt,-2%,4%,nt,0%,nt,?
Nc1nonc1N/N=C\c1ccccc1,-0.5%,i,1%,-1%,4%,i,3%,-4.1,9%
CC(C)(C)OC(=O)NCCCC(CCCNC(=O)OC(C)(C)C)C(=O)O,-0.4%,i,-3%,10%,5%,i,2%,-0.6,21%
O=C(CSc1nc(Cc2ccccc2)nc2ccccc12)Nc1nc2c(s1)CCCC2,2.9%,?,2%,?,-1%,i,-21%,-0.6,-38%
COc1ccc(C(=O)NNC(=O)CSc2nnc3ccccn23)cc1OC,-0.5%,i,-2%,0%,-1%,i,-10%,-0.5,-12%
COc1cccc(-c2cn3c(n2)sc2cc(C(=O)NCCc4ccccc4)ccc23)c1,6.8%,nt,nt,-19%,-40%,nt,1%,nt,-7%
CC(=O)Nc1ccc(-c2ccnc3c2CC(C)(C(=O)NC(C)C)O3)cc1 (centres undefined),0.6%,i,nt,nt,-6%,i,nt,-1.1,8%
CCCCn1c(N)c(N(CC(C)C)C(=O)Cc2ccc3c(c2)OCCO3)c(=O)[nH]c1=O,-0.2%,i,2%,9%,0%,i,0%,-0.5,6%
S=C(NCc1ccccc1)N/N=C/c1cccs1,19%,nt,?,3%,-13%,i,0%,-1.7,-7%
Cc1cccc(C)c1C(O)c1ncc(-c2ccccc2F)[nH]1 (centres undefined),0.7%,i,nt,nt,6%,i,nt,-0.9,-28%
Cc1nc(-c2ccc(Cl)cc2)sc1CCNC(=O)C(=O)Nc1ccc2c(c1)OCO2,3.8%,?,nt,nt,-3%,nt,-16%,nt,13%
O=C(c1ccco1)N1CCN(Cc2nnnn2CCc2ccccc2)CC1,-0.1%,i,-1%,10%,1%,i,-3%,-0.9,-18%
O=[N+]([O-])c1ccc(S(=O)(=O)N(CCCN2CCOCC2)Cc2cccs2)cc1,-0.2%,i,0%,-14%,-1%,i,1%,0.1,-8%
COC(=O)C1=C(C)NC(=O)NC1c1ccc(OCC(=O)N2CCCCC2)cc1 (centres undefined),0.3%,i,0%,-5%,-16%,i,-1%,-0.6,?
